Pf gametocyte – kills late stage P. falciparum gametocytes; inhibition, % at 10.9 µM; P. falciparum stage V gametocytes, ATP luminescence, 24 h; 150,000 compounds, 0.065% hits;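 active = inhibition above the mean plus 3 SD of compounds within the control limits, set per campaign, cut at about 38% in these data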;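 note: 0% = DMSO wells and 100% = medium only without gametocytes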
Rac1 mut GTP – alters GTP binding to activated mutant human Rac1 | P63000 | GST-Rac1 activated beads, fluorescent GTP binding, flow cytometry; actives lie on both sides; 100% means binding = to untreated wells | percent activity (GTP binding), % at 10 µM | 190,000 compounds, 0.11% hits | AID 764;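 active = GTP binding at least 20 percentage points away from the 100% baseline, in either direction, so actives lie on both sides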
Rab2A wt mod – changes GTP binding to wildtype dog Rab2A, up or down. P61105. GST-Rab2 wt beads, Bodipy-GTP binding, flow cytometry. GTP binding activity, % at 10 µM. 190,000 compounds, 0.19% hits;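 active = GTP binding activity at least 20 points away from 100%, either lowered or raised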;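 note: 0% = beads with excess unlabeled GTP and 100% = no-compound control corrected for plate trend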
Cdc42 wt – changes GTP binding to wildtype human Cdc42; P60953; AID 761; 190,000 compounds, 0.2% hits; GST-Cdc42 beads, Bodipy-GTP binding, flow cytometry; actives lie on both sides; percent activity (GTP binding), % at 10 µM;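 active = percent activity GTP binding at least 20 points away from the 100% baseline, either down as inhibitor or up as activator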;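 note: median bead fluorescence of bound Bodipy-FL-GTP at 100 nM; 0% = excess unlabeled GTP control and 100% = no compound control; below 100% means less GTP binding so inhibitor and above means activator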
Target sequence (P60953 whole entry, looked up): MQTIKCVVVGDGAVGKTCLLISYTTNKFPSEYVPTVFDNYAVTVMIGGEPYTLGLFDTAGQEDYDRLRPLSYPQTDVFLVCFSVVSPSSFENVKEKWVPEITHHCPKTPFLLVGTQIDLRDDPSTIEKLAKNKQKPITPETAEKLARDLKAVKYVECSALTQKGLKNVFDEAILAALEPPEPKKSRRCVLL
Rab7 wt GTP bind – dog Rab7 wildtype GTP binding, inhibitors and activators | GST-Rab7 beads, fluorescent GTP binding, flow cytometry; actives lie on both sides; untreated = 100%, excess cold GTP = 0% | GTP binding activity (percent of control), % at 10 µM | 190,000 compounds, 0.055% hits;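 active = fluorescent GTP binding to Rab7 beads changed by at least 20 points from the 100% baseline, either direction, mostly lower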;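 note: median green fluorescence of bound Bodipy-FL-GTP per Rab7 bead population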
ABCB1 inh – human ABCB1 inhibition, ABCG2 as counter-screen | CCRF-Adr cells, JC-1 efflux, flow cytometry | 190,000 compounds, 0.067% hits | AID 1326 | P08183 | inhibition, % at 6.6 µM; in the data active = inhibition above about 40%;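 note: 0% = vehicle and 100% = reference inhibitor; higher value means more JC-1 retained so stronger ABCB1 efflux block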
Mcl1-Noxa inh – Mcl-1/Noxa interaction inhibition; Q07820; TR-FRET Mcl-1/Noxa peptide binding, 2 h; inhibition, % at 21.7 µM; 220,000 compounds, 1.5% hits;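 active = compounds that cut the protein-peptide binding signal by more than 50% relative to plate controls in a single-dose test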;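 note: His-tagged Mcl-1 with rhodamine Noxa BH3 peptide and terbium anti-His antibody; 0% = Mcl-1 plus Noxa peptide wells and 100% = peptide-only wells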
HRas wt GTP – changes GTP binding to wildtype human HRas; GST-Ras wt beads, Bodipy-FL-GTP binding, flow cytometry; actives lie on both sides; AID 759; 190,000 compounds, 0.14% hits; P01112; GTP binding activity, % at 10 µM;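 active = GTP binding activity at least 20% away from the 100% baseline, either lowered as inhibitor or raised as activator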;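 note: 0% = unlabeled GTP competition control and 100% = no-compound control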
Target sequence (P01112 whole entry, looked up): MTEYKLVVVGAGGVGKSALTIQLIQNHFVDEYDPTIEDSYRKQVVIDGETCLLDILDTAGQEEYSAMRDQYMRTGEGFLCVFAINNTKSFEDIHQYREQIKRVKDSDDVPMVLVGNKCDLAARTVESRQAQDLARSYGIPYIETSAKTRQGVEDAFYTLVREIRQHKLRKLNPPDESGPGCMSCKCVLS
ABCG2 inh – inhibitors of human ABCG2 transporter, ABCB1 counter-screen | IgMXP3 cells, JC-1 efflux, flow cytometry | inhibition, % at 6.6 µM | 190,000 compounds, 0.1% hits;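 active = inhibition above 80%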;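 note: 0% = DMSO and 100% = nicardipine control wells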
Target sequence (Q9UNQ0 whole entry, looked up): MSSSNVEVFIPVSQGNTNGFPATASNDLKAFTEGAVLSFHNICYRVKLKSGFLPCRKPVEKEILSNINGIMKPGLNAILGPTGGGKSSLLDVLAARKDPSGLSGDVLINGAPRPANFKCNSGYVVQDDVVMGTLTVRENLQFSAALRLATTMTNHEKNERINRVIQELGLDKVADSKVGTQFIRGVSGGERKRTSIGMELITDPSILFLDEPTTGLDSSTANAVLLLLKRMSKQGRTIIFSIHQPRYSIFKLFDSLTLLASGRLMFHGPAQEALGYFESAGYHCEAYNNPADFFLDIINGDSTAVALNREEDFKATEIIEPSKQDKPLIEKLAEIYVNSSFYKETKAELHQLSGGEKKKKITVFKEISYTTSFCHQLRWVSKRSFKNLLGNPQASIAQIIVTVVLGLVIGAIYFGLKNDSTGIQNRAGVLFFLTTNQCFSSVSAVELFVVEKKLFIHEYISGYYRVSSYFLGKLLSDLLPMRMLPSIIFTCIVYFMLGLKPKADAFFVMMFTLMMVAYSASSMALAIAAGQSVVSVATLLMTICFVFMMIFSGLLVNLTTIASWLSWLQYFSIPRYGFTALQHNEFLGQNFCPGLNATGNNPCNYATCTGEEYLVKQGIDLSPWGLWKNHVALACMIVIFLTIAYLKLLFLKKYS
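Measure – % inhibition of efflux relative to nicardipine and DMSO · Test system – ABCG2 IgMXP3 and barcoded ABCB1 CCRF-Adr cell mix · Control set – nicardipine as high control, DMSO as low control · Compound – one concentration, 6.6 µM final · Signal – flow cytometry of retained JC-1 fluorescence · Timing – 10 min exposure at 25 °C with rotation, no wash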
Avidin bead fluor – compound fluoresces at 488/530 nm on avidin beads; compound fluorescence 488/530 nm, flow cytometry; stronger effect = higher value; fluorescence (KMESF) at 10 µM; 220,000 compounds, 0.38% hits; in the data active = fluorescence above about 47; note: inactives centre near 10
Rac1 wt GTP bind – human Rac1 wildtype GTP binding, inhibitors and activators; 190,000 compounds, 0.27% hits; GTP binding activity (% of control), % at 10 µM; P63000; GST-Rac1 beads, fluorescent GTP binding, flow cytometry; actives lie on both sides; 0 = cold GTP competed, 100 = untreated;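 active = GTP binding activity at least 20 points away from the 100% control level, either lower or higher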
Active calls of the source: *; x = no result given.

SMILES	Pf gametocyte	Rac1 mut GTP	Rab2A wt mod	Cdc42 wt	Rab7 wt GTP bind	ABCB1 inh	Mcl1-Noxa inh	HRas wt GTP	ABCG2 inh	Avidin bead fluor	Rac1 wt GTP bind
CC(=O)Nc1ccc2nc(SCC(=O)Nc3ccc(N4CCOCC4)c(Cl)c3)sc2c1	10	101	105	107	106	-0.6	26	104	-4	9	113
COc1cccc(C2C3=C(Nc4[nH]n(-c5ccccc5)c(=O)c42)c2ccccc2C3=O)c1 (stereo not given)	x	89	88	90	93	-0.6	38	94	-4	10	95
CC(=O)c1c(N2CCOCC2)nc(=S)n(-c2cc(C)ccc2C)c1C	x	100	99	104	101	1.0	0	101	3	14	105
C=CCN(CC=C)C(=O)Nc1cc(Cl)ccc1OC	-11	98	103	102	99	0.7	7	101	23	5	100
CCO/C=C/C(O)(CNC(=O)c1ccc(C(C)(C)C)cc1)C(F)(F)F (stereo not given)	10	103	103	104	97	0.2	2	103	9	14	105
Cc1ccccc1S(=O)(=O)Cc1ccc(C(=O)NCCCOC(C)C)o1	1	94	94	95	96	0.1	-16	94	2	8	96
COc1ccccc1NC(=O)c1cc2ccc(O)cc2o/c1=N\O	x	92	92	93	92	-2.7	31	90	-5	2	90
COC(=O)c1ccccc1Oc1nc(Cl)cc(OC)n1	14	101	100	99	98	1.1	6	101	4	6	104
Clc1ccc(-c2csc3ncnc(NCCN4CCOCC4)c23)cc1	x	98	98	99	101	1.3	-3	99	4	9	103
CC(OC(=O)C1=Cc2ccccc2OC1)C(=O)NCc1ccco1 (stereo not given)	-12	96	98	94	102	-0.8	-10	101	-1	21	98
O=C(CSc1nnc(-c2cccs2)n1-c1cccc(Cl)c1)c1cccc2c1OCCO2	x	99	95	97	96	2.6	-31	97	3	6	102
NC(=O)CNc1ncc(C(F)(F)F)cc1Cl	-25	94	94	92	94	0.4	-9	93	1	21	95

The final 3 records of the part above are carried over, then new ones follow:
SMILES	Pf gametocyte	Rac1 mut GTP	Rab2A wt mod	Cdc42 wt	Rab7 wt GTP bind	ABCB1 inh	Mcl1-Noxa inh	HRas wt GTP	ABCG2 inh	Avidin bead fluor	Rac1 wt GTP bind
CC(OC(=O)C1=Cc2ccccc2OC1)C(=O)NCc1ccco1 (stereo not given)	-12	96	98	94	102	-0.8	-10	101	-1	21	98
O=C(CSc1nnc(-c2cccs2)n1-c1cccc(Cl)c1)c1cccc2c1OCCO2	x	99	95	97	96	2.6	-31	97	3	6	102
NC(=O)CNc1ncc(C(F)(F)F)cc1Cl	-25	94	94	92	94	0.4	-9	93	1	21	95
CC1CCN(c2c([N+](=O)[O-])c(=O)oc3ccccc23)CC1	x	104	99	100	102	0.5	-8	103	16	14	107
O=C(O)C1C2C=CC(C2)C1C(=O)NCCc1ccccc1 (stereo not given)	-36	95	99	101	102	-0.2	4	92	1	12	94
c1ccc2nc(SCc3cn4ccccc4n3)cnc2c1	10	96	96	94	95	1.4	5	97	9	13	101
CC(=O)Nc1sc2c(c1C#N)CCC2	11	97	98	98	104	0.4	11	98	4	13	102
Cc1ccc(OCCN(C)C(=O)CC2C(=O)NCCN2CC(C)(C)C)cc1 (stereo not given)	-12	95	98	97	100	0.2	13	97	3	11	95
COC(=O)c1c(NC(NC(=O)C(C)(C)C)C(Cl)(Cl)Cl)sc2c1CCC2 (stereo not given)	x	96	100	98	101	2.5	13	101	5	8	99
CCOC(=O)c1ccc(N/C(=N\S(=O)(=O)c2ccc(F)cc2F)c2ccccc2)cc1	-23	100	101	99	102	1.4	10	102	16	12	104
Cc1sc2ncnc(SCC(=O)N(C)C3CCS(=O)(=O)C3)c2c1C (stereo not given)	-2	94	98	100	108	0.6	-6	97	7	13	99
CC(C)CC(C(=O)OCC(=O)c1c(N)n(C)c(=O)n(C)c1=O)N1C(=O)C2CC=CCC2C1=O (stereo not given)	23	95	97	97	102	-0.1	11	96	4	10	98
COc1cc(OC)c(C(=O)OCC(=O)Nc2cc(C)on2)cc1OC	-17	92	100	95	99	-0.1	16	97	0	9	93
CCCCN(C)CCCNC(=O)C1CC(=O)N(Cc2ccc(OC)cc2)C1 (stereo not given)	x	100	101	102	102	0.9	1	102	5	36	105
CCCS(=O)(=O)N1CCCC(C(=O)NCc2ccc3c(c2)OCO3)C1 (stereo not given)	x	97	100	102	95	0.2	x	100	5	8	101
COCCNC(=O)Cn1nc(C(F)(F)F)c(Cl)c1C	-7	102	106	107	104	-0.1	3	106	0	8	105
Cc1nnc2n(c1=O)C(CS(=O)(=O)c1ccc3ccccc3c1)CS2 (stereo not given)	-7	99	100	104	102	-0.1	-8	101	-4	12	104
CC/C(=N/OC(=O)c1cccc(C)c1)C(=O)c1cccs1	-31	94	97	98	95	-2.5	2	96	-7	12	99
COC(=O)c1ccccc1N1C(=O)C2C(C1=O)C1C=CC2C12CC2 (stereo not given)	10	98	96	96	97	0.6	-16	96	1	10	99
Cc1ccc(C(=O)N/C(=C/c2cccnc2)C(=O)O)cc1	-14	99	100	101	100	0.0	9	101	-1	4	102
O=C(c1cc2sccc2n1Cc1ccc(F)cc1)N1CCN(c2nc3ccccc3s2)CC1	x	101	101	103	95	6.9	-6	101	7	6	103
CCn1c(C)cc(/C=C2\NC(=O)N(CC(=O)Nc3cccc(C)c3)C2=O)c1C	x	100	97	99	97	0.2	33	97	1	9	103
CCOC(=O)C1=C(C)NC(=O)C(C#N)C1c1ccncc1 (stereo not given)	8	96	97	100	96	0.6	7	98	1	4	99
O=C(CC1SC(=Nc2ccccc2)N(Cc2ccccn2)C1=O)Nc1ccc(Br)cc1 (stereo not given)	6	99	98	95	98	0.3	5	99	-5	3	100
CCOc1ccc(CCNC(=O)COC(=O)c2ccco2)cc1OCC	-5	98	100	100	101	0.1	10	101	1	35	102
Cc1ccc(NS(=O)(=O)c2ccccc2Cl)c2c1CC(C)(C)O2	x	101	101	104	101	0.8	-3	104	6	11	108
COC(=O)c1c(NC(=O)c2ccc(S(=O)(=O)N3CCOCC3)cc2)sc2c1CCN(C)C2	x	102	102	106	100	0.9	35	101	10	36	109
COc1ccc(-c2nnc(SCC(=O)Nc3ccc(Cl)cc3)n2C)cc1	-10	99	100	104	101	-0.9	-4	101	0	39	110
Cc1c(=O)n(OCc2ccccc2)c2ccccc2[n+]1[O-]	-21	96	96	98	98	0.2	43	95	38	29	99
CCCCc1c(C)c(C#N)c2[nH]c3ccccc3n2c1=O	x	98	97	100	102	0.6	28	98	6	9	104
Cc1cccc(OCC(=O)NC(C)C(=O)N/N=C/c2c(OCc3ccccc3)ccc3ccccc23)c1 (stereo not given)	x	98	98	102	99	0.3	0	99	1	8	101
C#CCOCCOCCOCCNc1nc(N2CCOCC2)nc(N2CCN(C(=O)[C@H]([C@@H](C)CC)n3cc([C@@H](N)Cc4ccc(O)cc4)nn3)CC2)n1	x	96	98	98	99	-0.4	22	98	-1	6	100
CCOC(=O)c1ccc(NC(=S)N2CCN(Cc3ccccc3)CC2)cc1	10	101	100	102	98	0.1	9	101	2	17	103
COc1cc2c(C(=O)N3CCOCC3)c(CSc3ccccc3)n(C)c2cc1Br	-1	91	97	96	106	6.9	8	100	6	9	99
Cc1ccc(C)c2c1cc(C)c1nnc(SCC(=O)NCc3ccc4c(c3)OCO4)n12	-11	98	98	94	101	-0.5	4	99	-5	16	98
COc1cccc(-c2ccc(=O)n(CC(=O)NCCN3CCOCC3)n2)c1	x	98	98	102	98	0.2	5	99	4	30	103
CCOC(=O)C1CCN(CC(=O)Nc2c(C(=O)OC)[nH]c3ccc(Cl)cc23)CC1	x	99	101	102	100	0.5	8	102	1	37	105
CCCc1nnc(SCC(=O)Nc2ccc(OCC)cc2)n1N	x	100	103	106	102	-0.1	4	105	0	8	107
O=C(Nc1ccc(F)cc1)c1cc(-c2ccccc2)no1	12	96	94	94	94	-0.5	11	95	8	11	97

Taken from above:
Avidin bead fluor, COc1cccc(C2C3=C(Nc4[nH]n(-c5ccccc5)c(=O)c42)c2ccccc2C3=O)c1 (stereo not given) stands at 10
Rac1 wt GTP bind, Cc1ccc(C)c2c1cc(C)c1nnc(SCC(=O)NCc3ccc4c(c3)OCO4)n12 stands at 98
Mcl1-Noxa inh, CC(=O)c1c(N2CCOCC2)nc(=S)n(-c2cc(C)ccc2C)c1C stands at 0
Avidin bead fluor, Cc1cccc(OCC(=O)NC(C)C(=O)N/N=C/c2c(OCc3ccccc3)ccc3ccccc23)c1 (stereo not given) stands at 8

(list continues)
SMILES	Pf gametocyte	Rac1 mut GTP	Rab2A wt mod	Cdc42 wt	Rab7 wt GTP bind	ABCB1 inh	Mcl1-Noxa inh	HRas wt GTP	ABCG2 inh	Avidin bead fluor	Rac1 wt GTP bind
Cc1cccc2cc(COC(=O)c3cccs3)c(=O)[nH]c12	x	98	98	99	99	0.3	-1	98	8	3	101
CCOc1ccc(-n2c(SCC(=O)Nc3ccc(Br)cc3)nc3n[nH]c(C)c3c2=N)cc1	-25	93	95	91	102	-0.1	51*	94	0	26	99
COc1ncnc2c1cnn2-c1ccccc1	x	98	98	102	101	0.0	6	102	3	8	101
Cc1cc(C(=O)CSc2nc(N)cc(=O)[nH]2)c(C)n1CCc1ccc(F)cc1	x	101	102	104	104	0.3	12	102	1	8	108
Cc1nnc(NC2=NCCC2)o1	8	101	99	105	98	1.2	13	101	23	95*	108
O=C(CCc1nnc(COc2ccccc2)o1)NCCc1cccs1	-2	96	98	95	106	0.1	34	98	1	3	97
Cc1cc(C)nc(NC(=O)c2ccc(COc3ccccc3Cl)cc2)c1	x	94	94	93	97	-0.8	-14	95	-1	11	95
COc1ccccc1N=C(C)C1=C(O)CSC1=O	-4	93	95	93	94	-2.0	7	95	-3	6	92

Full records as entered above.
Profile of Cc1cccc2cc(COC(=O)c3cccs3)c(=O)[nH]c12 : Pf gametocyte = x; Rac1 mut GTP = 98; Rab2A wt mod = 98; Cdc42 wt = 99; Rab7 wt GTP bind = 99; ABCB1 inh = 0.3; Mcl1-Noxa inh = -1; HRas wt GTP = 98; ABCG2 inh = 8; Avidin bead fluor = 3; Rac1 wt GTP bind = 101
Profile of COc1ncnc2c1cnn2-c1ccccc1 : Pf gametocyte = x; Rac1 mut GTP = 98; Rab2A wt mod = 98; Cdc42 wt = 102; Rab7 wt GTP bind = 101; ABCB1 inh = 0.0; Mcl1-Noxa inh = 6; HRas wt GTP = 102; ABCG2 inh = 3; Avidin bead fluor = 8; Rac1 wt GTP bind = 101

Screening data from PubChem.
